# Screening data as filed in PubChem.
# p53ts 39C kill = cytotoxicity in p53ts cells at nonpermissive temperature; H1299-p53A138V viability at 39C, ATP luminescence, 24 h; Potency, µM (titrated, usually from 46.1 µM), for inactives: at the highest dose activity change, negative = cell killing, usual class: cytotoxic; actives 1.5% (n = 130,000); AID 902; further: nearly all actives have a fitted effect of over 55% in size
# p53ts 32C tox = cytotoxicity in p53ts cells at permissive temperature; AID 924; H1299-p53A138V at 32C, ATP luminescence viability, 24 h; actives 0.93% (n = 130,000); Potency, µM (series often up to 46.1 µM), inactives show top-dose activity change, negative = cytotoxicity, usual class: cytotoxic;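 further: 0% = DMSO and -100% = full killing by reference compound; nearly all actives have a fitted effect of over 55% in size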
#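 ATP-content luminescence (ATPlite) read-out after 24 h compound exposure at 32C in H1299-p53A138V cells (600/well). Tested up to 46 uM. Normalized to DMSO (0%) and 100 uM tamoxifen (100% killing); Hill-fit AC50.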
# IkB signaling = IkB pathway inhibition in ABC-DLBCL cells. ABC-DLBCL IkBa-CBG/CBR dual luciferase ratio, 4 h; response scale: scaled: untreated 0%, proteasome inhibitor 100%. Potency, µM (top dose mostly 57.1 µM), without a hit: at the top dose IkBa stabilization activation. actives 0.04% (n = 110,000); active means well fitted curve in the direction sought with a large enough effect in the signal ratio, not every such curve was filed as active; inconclusive means small, poorly fitted or top-dose-only effect, or a change in a side signal; the % refers to the signal ratio;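 further: the direction sought is a rising ratio; 0% = basal untreated cells and 100% = reference inhibitor full response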
#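 In this assay, an IκBα–CBG68 fusion accumulates when IKK-driven degradation is blocked; native CBR normalizes for cell number. OCI-Ly3 cells were treated 4 h with compound and doxycycline, then green and red light read after Chroma-Glo addition.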
# Peg3 imprint = induces erasure of genomic imprints in mouse ES cells; Potency, µM (top dose mostly 60.7 µM), inactives show at the highest dose activity change, positive = activation, hits mostly activators; mouse ES Peg3-LacZ reporter, beta-gal luminescence, 40 h; AID 1948; actives 0.02% (n = 110,000);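 further: 0% = negative control wells on the plate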
#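 Readout: BetaGlo luminescence (5 min, room temp) for LacZ from the normally silent maternal Peg3 allele in female Peg3LacZ-Neo ES cells. Cells 300/well, 40 h, 37C, 5% CO2. Data normalized per plate to negative controls.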
# * hit, by the source's call; u = inconclusive; x = no result given; [ ] = another dose, or the depositor's remark. Unless noted, the call rests on the fitted dose curve; in most records, active means well fitted curve in the direction sought with a large enough effect; inconclusive means small, poorly fitted or top-dose-only effect, or another doubt; inactive means no such curve, though single readings can be large; an effect the other way counts as inactive or inconclusive. Unless noted, on the % scale 0 is the no-effect control and ±100 the full control effect; potency means the concentration at half of the fitted maximal effect.
SMILES	IkB signaling	Peg3 imprint	p53ts 32C tox	p53ts 39C kill
CC(C)(C)C(=O)COC(=O)c1cccc(NC(=O)c2ccco2)c1	-0.5%	-26%	-11%	-13%
N#CCCn1c(=O)c(-c2cc(F)cc(F)c2)nc2cnc(Nc3ccccc3)nc21	2.1%[11.4 µM]	-8%	-4%	-7%
O=C(NCc1cccc(C(F)(F)F)c1)C1CCCN(c2ncccn2)C1 (centres undefined)	1.2%	-9%	11%	0%
Cc1ccc(N=Cc2cccc(O)c2O)c(C)c1	x	x	-21%	-20%
CCCCN(C)c1nnc(NC(=O)Nc2ccc(Br)c(C)c2)s1	u	-4%[10.9 µM]	2%	4%
Cc1nnc(NC(=O)CSc2nc3c([nH]c4ccccc43)c(=O)n2-c2ccc(Cl)cc2)s1	-1.3%	10%[10.9 µM]	1%	u
COc1ccc(NC(=O)c2ccc3c(c2)OCO3)cc1Cl	0.9%	-78%[inhibitor]	5µM*	13µM*
C=CCn1c(-c2ccoc2)n[nH]c1=S	-1.2%	-7%	9%	2%
CCN(Cc1ccccc1)C(=O)c1cc2c(s1)-c1c(C)cccc1OC2	u	-5%[10.9 µM]	-11%	-16%
CCC(C)NC(=O)c1ccc([N+](=O)[O-])c(Cl)c1 (centres undefined)	x	x	5%	17%
Cc1ccc(-c2nnc(SCCOc3ccccc3)o2)cc1	-0.3%	-7%[10.9 µM]	5%	41%[activator]
Cc1cc(C(F)(F)F)c2c(N)c(C(=O)Nc3c(Cl)cccc3Cl)sc2n1	u	-12%[10.9 µM]	18%	14%

# Overlap with the part before: 4 entries, then new ones.
SMILES	IkB signaling	Peg3 imprint	p53ts 32C tox	p53ts 39C kill
CCN(Cc1ccccc1)C(=O)c1cc2c(s1)-c1c(C)cccc1OC2	u	-5%[10.9 µM]	-11%	-16%
CCC(C)NC(=O)c1ccc([N+](=O)[O-])c(Cl)c1 (centres undefined)	x	x	5%	17%
Cc1ccc(-c2nnc(SCCOc3ccccc3)o2)cc1	-0.3%	-7%[10.9 µM]	5%	41%[activator]
Cc1cc(C(F)(F)F)c2c(N)c(C(=O)Nc3c(Cl)cccc3Cl)sc2n1	u	-12%[10.9 µM]	18%	14%
CCc1ccccc1NC(=O)CCc1nc(-c2ccc(C)cc2)no1	0.1%	-9%	16%	4%
O=C(Nc1ccc2nc(SCC(=O)N3CCCC3)sc2c1)c1cccc(Cl)c1	u	-15%[10.9 µM]	-15%	-9%
Cc1nnc2c(Nc3cccc(O)c3)nc3ccccc3n12	15%	-10%[10.9 µM]	-5%	3%
Cc1nc2ccc(S(=O)(=O)N(CC(=O)Nc3ccc(Cl)cc3)Cc3ccccc3)cc2s1	u	-13%[10.9 µM]	-7%	-21%
Cc1ccc(S(=O)(=O)c2nnn3c2nc(NCCc2ccccc2)c2sccc23)cc1	-1.8%	-13%[10.9 µM]	11%	-4%
Cc1ccc(OCCn2c(COc3ccc(Cl)cc3)nc3ccccc32)cc1	u	-4%[10.9 µM]	-4%	-21%
Cc1ccc(CCN2CC(C(=O)NCc3ccco3)CC2=O)cc1 (centres undefined)	-1.2%	-9%	2%	-5%
COc1ccc(OCCCn2c(=O)oc3ccccc32)cc1	x	x	9%	-2%
COc1ccc(-c2cc(O)cc(O)c2)cc1	-4.2%	-24%	u	u
CCOc1ccc(-n2nnnc2SCC(=O)c2ccccc2)cc1	3.7%	-21%	-3%	-14%
COc1ccccc1OCC(=O)Nc1cccc(C(=O)N2CCOCC2)c1	0.1%	2%	-3%	6%
COc1ccc(Cc2nnc(SCC(=O)NCC3CCCO3)o2)cc1 (centres undefined)	-0.2%	-15%	7%	5%

# Shown with two lines to a compound: 3 of the compounds above.
# Values run as follows: IkB signaling, Peg3 imprint, p53ts 32C tox, p53ts 39C kill
> Cc1ccc(OCCn2c(COc3ccc(Cl)cc3)nc3ccccc32)cc1
    u, -4%[10.9 µM], -4%, -21%
> Cc1nnc2c(Nc3cccc(O)c3)nc3ccccc3n12
    15%, -10%[10.9 µM], -5%, 3%
> O=C(Nc1ccc2nc(SCC(=O)N3CCCC3)sc2c1)c1cccc(Cl)c1
    u, -15%[10.9 µM], -15%, -9%

# More compounds follow.
SMILES	IkB signaling	Peg3 imprint	p53ts 32C tox	p53ts 39C kill
Cc1oc(-c2cccs2)nc1CS(=O)CC(=O)NCCCOC(C)C (centres undefined)	2.0%	-16%	6%	-4%
Cc1cccc(NC2=CC(c3cccc(Br)c3)N(c3cccc(C)c3)C2=O)c1 (centres undefined)	u	-5%[10.9 µM]	13%	-15%
NC(=O)C[C@@H]1N[C@]2(C(=O)Nc3ccccc32)[C@@H]2C(=O)N(C3CCCCC3)C(=O)[C@H]12	1.3%	7%	-2%	9%
O=C(CSc1nn(-c2ccccc2)c(=S)s1)Nn1cnnc1	1.2%	8%	-2%	-12%
Cc1ccc(S(=O)(=O)n2nc(-c3ccco3)nc2NCc2ccccc2Cl)cc1	0.2%	9%[10.9 µM]	11%	-8%
O=C1Nc2cc(C(=O)N3CCN(Cc4ccccc4)CC3)ccc2SC1N1CCOCC1 (centres undefined)	3.3%	-14%	-5%	-6%
O=C(O)c1cccc(SSc2cccc(C(=O)O)c2)c1	2.4%[11.4 µM]	-13%[10.9 µM]	0%[9.22 µM]	-8%[9.22 µM]
CCOc1ccc(OCC)c(NS(=O)(=O)c2c(C(=O)N3CCC(C)CC3)c(C)n(C)c2C)c1	-0.2%	4%[10.9 µM]	5%	17%
COc1cccc(CNC(=O)C2CCN(S(=O)(=O)c3ccc4c(ccn4C)c3)CC2)c1	3.3%	4%[10.9 µM]	0%	-19%
O=C1[C@@H]2C(Cc3ccc(O)cc3)NC3(C(=O)Nc4ccc(F)cc43)[C@@H]2C(=O)N1c1ccccc1 (some centres undefined)	0.7%	6%	13%	8%
CCOC(=O)c1ccc(NC(=O)CC2C(=O)N(c3ccc(F)cc3)C(=O)N2Cc2ccc(C)cc2)cc1 (centres undefined)	u	-5%[10.9 µM]	5%	-14%
Cc1ccc(N2CC(C(=O)NCCc3ccc(S(N)(=O)=O)cc3)CC2=O)cc1 (centres undefined)	2.0%	-10%	7%	14%
O=C(c1ccco1)N1CCC2(CCCN(c3ccccc3)C2)CC1	1.0%[11.4 µM]	x	3%	-8%
COC(=O)c1ccccc1NC(=O)CCC(=O)N1CCOc2ccccc21	0.1%	-10%[10.9 µM]	-9%	-15%
COc1ccc(CN(C(=O)c2ccco2)c2ccccc2)cc1	x	x	0%	8%
Cc1ccc(C(C)C)c(OCC(=O)Nc2cccc(-c3nc4ncccc4o3)c2)c1	u	-8%[10.9 µM]	u	16µM*
Cc1nnc(SCc2ccccc2)n1N	u	5%	-6%	-3%
COc1ccc(S(=O)(=O)N2CCC(C(=O)Nc3ccc(OC)c(OC)c3)CC2)cc1C	2.5%	-10%	19%	10%
O=C(CN1C(=O)COc2ccccc21)Nc1ccc2c(c1)OCCO2	2.8%	-12%	0%	5%
COc1ccc(NC(=O)CC(C)S(=O)(=O)c2ccc3c(c2)NC(=O)CO3)cc1OC (centres undefined)	0.9%	-17%[10.9 µM]	-17%	-13%
CCCC(=O)Nc1ccc(N2CCN(C(=O)c3ccccc3C)CC2)cc1	-1.5%	-6%	7%	11%
O=C(COC(=O)C12CC3CC(CC(O)(C3)C1)C2)Nc1ccccc1OC(F)F	0.2%	-5%	2%	-2%
C#CCOC(=O)c1csc2nnsc12	x	x	9%	-2%
CCc1cc2c(N[C@@H](C)C(=O)O)ncnc2s1	-1.2%	-11%	-4%	6%
CCCn1c(-c2ccc(F)cc2)nc2c(NC3CC4CCC(C3)N4C)nc(C)nc21 (centres undefined)	x	-9%	-5%	-1%
O=C(NNc1ncnc2c1cnn2-c1ccccc1)c1ccccc1	u	7%[10.9 µM]	-6%	-18%
COc1ccc(N(CC(=O)Nc2ccc(OC)c(Cl)c2)S(=O)(=O)c2c(C)noc2C)cc1	u	-10%	-14%	-29%
O=c1c[n+](CCCC[n+]2cc(=O)o[nH]2)[nH]o1	-1.1%[11.4 µM]	-8%[10.9 µM]	-1%[9.22 µM]	3%[9.22 µM]
O=C(NC1CCCCC1)C(c1ccco1)N(C(=O)C(F)(F)F)C1CC1 (centres undefined)	x	x	12%	21%
O=C1CCCc2nc(N3CCc4ccccc43)ncc21	-0.6%	-62%[inhibitor]	u	u
CCOC(=O)c1nc(-c2ccc3c(c2)OCO3)[nH]c1C	9.5%	-83%[inhibitor]	u	u
CCCCOC(=O)c1ccc(NC(=O)c2cnc3ccc(C)cn3c2=O)cc1	u	6%[10.9 µM]	0%	11%
CCOc1cccc2c1OC(c1cc(OC)c(OC)c(OC)c1)N1N=C(c3ccc(C)o3)CC21 (centres undefined)	x	x	11µM*	u
Cc1ccc2c(c1)nnn2C1CCN(S(=O)(=O)c2ccc(C(=O)NC3CCCC3)cc2)CC1	-0.3%	-8%	-3%	-18%
CSc1nc(N)nc(SCC(=O)c2ccccc2)c1C#N	u	-13%	-8%	-7%
Cc1ccc(NC(=O)CCn2nc(C)cc2C)c(C)c1	-1.5%	-5%	27%	13%
CCOC(=O)c1cc(=O)n2[nH]c(-c3ccc(C)cc3)cc2n1	u	-13%	-5%	-5%
CC(Sc1nnc2ccc3ccccc3n12)C(=O)Nc1ccc(Cl)cc1 (centres undefined)	u	-7%[10.9 µM]	-1%	21%
COCCCNC(=O)Cn1ncc2ccsc2c1=O	-1.1%	-5%	4%	-1%
COc1ccc2nc(NC(=O)c3cc(=O)c4cc(C)cc(C)c4o3)sc2c1	-3.9%	-2%[10.9 µM]	-8%	10%
Cc1csc(NC(=O)c2cccs2)n1	-4.7%	-75%[inhibitor]	-13%	-16%
CCC(C)n1c(SCC(=O)Nc2ccccc2C(=O)OC)nc2ccsc2c1=O (centres undefined)	1.0%	-9%[10.9 µM]	17%	-6%
Cc1cc(C)n(-c2nc3ccccc3nc2Nc2cccc(C(=O)NCCc3ccccc3)c2)n1	u	5%[10.9 µM]	8%	-15%
CC=C(/C(=C/C)c1ccc(O)cc1)c1ccc(O)cc1	8.2%[25.6 µM]	-10%[16.8 µM]	12%[20.6 µM]	-1%[20.6 µM]
COc1ccc2cc(C(c3nnnn3CC3CCCO3)N3CCOCC3)c(=O)[nH]c2c1 (centres undefined)	0.4%	-3%	-4%	-3%
CCCCN(C)CCCNC(=O)C1CCN(S(=O)(=O)CCC)CC1	u	-4%[10.9 µM]	-3%	-23%
Cc1c(Cl)cccc1NC(=O)CSc1ccc(-c2ccccn2)nn1	-2.0%	-21%[10.9 µM]	-2%	-12%
O=C(COC(=O)c1cnccn1)c1ccc(OC(=O)c2ccccc2)cc1	-1.2%	-7%	-13%	8%
CCC(Sc1nc2c(cnn2-c2ccc(Cl)cc2)c(=O)[nH]1)C(=O)OC (centres undefined)	3.0%	4%	1%	7%
CCOc1cc(S(=O)(=O)NCCc2cccc(C)c2)c(OCC)cc1-n1cnnn1	0.2%	4%	4%	1%
COc1ccc(NC(=O)c2ccc3c(c2)N(Cc2cccc(Cl)c2)C(=O)c2ccccc2S3=O)cc1Cl (centres undefined)	0.7%	-7%[10.9 µM]	7%	-18%
C=CCc1cccc2cc(C(=O)N3CCN(C(=O)c4ccco4)CC3)c(=O)oc12	0.1%	-8%	-6%	8%
Cc1ccc(C)c(NC(=O)CCN2CCOCC2)c1	0.3%	1%	4%	5%
Cc1ccccc1NS(=O)(=O)c1nnc(NC(=O)c2ccccc2C)s1	-4.2%	15%[10.9 µM]	8%	-18%
O=C(c1ccc(NC2=NC3CS(=O)(=O)CC3S2)cc1)N1CCc2ccccc2C1 (centres undefined)	4.2%	-4%	1%	8%
CCC(=O)c1ccc(OCC(O)CN2CCN(S(=O)(=O)N3CCCCC3)CC2)cc1 (centres undefined)	1.6%	12%	-13%	-3%
CCOc1ccc(Nc2oc(-c3cccs3)nc2C#N)cc1	2.5%	-13%	-7%	1%
O=C(CCNS(=O)(=O)c1ccccc1F)NCc1ccc2c(c1)OCO2	2.0%	-5%	0%	-7%
